# NFkB transloc pot: enhancers of NFkB p65 translocation in HUVEC – imaging, IL-1B stimulus, high-content imaging, primary screen; activation, % at 2 µM; 94,000 compounds, 0.3% hits; AID 819, 2007; HUVEC IL-1B NFkB p65 nuclear translocation imaging;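 active = activation above 40%, about the mean plus 3 SD, also judged a hit on visual image review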;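 also: percent activation is computed from the nuclear over cytoplasmic p65 intensity ratio; values of inactives mirror those of a sister screen read the other way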
# PLAP inhibition: PLAP enzyme inhibitors, biochemical, luminescence, HTS (AID 690). purified PLAP, luminescent substrate; higher % means a stronger effect. inhibition, % at 20 µM; hits with a dose series show IC50 in µM. 96,000 compounds, 0.08% hits; in the data active = a potency from the dose series; inactive = the rest, 99 in 100 with inhibition below about 30%; also: strong numbers were not always called active
# MRP reversal: reversal of MRP1-mediated doxorubicin resistance, primary screen, H69AR cells, doxorubicin co-treatment | H69AR cells + 2 uM doxorubicin, CellTiter-Glo, 72 h | differential viability (reversal), % at 10 µM | 85,000 compounds, 0.04% hits;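 active = viability drop by adding the cancer drug above about 55%, with treated viability meeting a 40% cutoff, limit read from the data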;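 also: viability without doxorubicin minus viability with 2 µM doxorubicin for each compound; larger differential means the compound sensitizes cells more to doxorubicin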
# NFkB transloc inh: inhibitors of IL-1B driven NFkB p65 nuclear import, primary screen, imaging, HUVEC, IL-1B stimulus, high-content imaging | inhibition, % at 2 µM | HUVEC IL-1B NFkB p65 nuclear translocation imaging | 94,000 compounds, 0.43% hits | AID 796, 2007;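 active = inhibition above about 30% together with a positive call from visual inspection of the well image, limit read from the data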;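 also: nuclear over cytoplasmic p65 intensity ratio measured by imaging; 0% = IL-1B stimulated DMSO wells and 100% = unstimulated DMSO wells; values of inactives mirror those of a sister screen read the other way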
# Bcl-B displacement: displacers of TR3 peptide from Bcl-B, primary screen, selectivity assay for Bfl-1 inhibitor project, biochemical, fluorescence polarization. Bcl-2-like protein 10 (Homo sapiens). FP displacement of FITC-TR3 peptide from Bcl-B; higher % means a stronger effect. displacement, % at 20 µM; hits with a dose series show IC50 in µM. 96,000 compounds, 0.11% hits;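 active = displacement above 50% at 20 µM plus a fluorescence interference ratio under 1.5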;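 also: plate controls were wells without compound for no effect and wells lacking Bcl-B protein for full effect; a part of the inactive calls stands beside numbers as strong as those of hits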
# MRP reversal cytotoxicity: second read-out of MRP reversal, no call of its own (marks repeat the call); viability, %; H69AR cells, CellTiter-Glo, 72 h; measured here: cytotoxicity without doxorubicin
# MRP reversal with doxorubicin: also measured in MRP reversal; calls as there; viability, %; measured here: viability with 2 uM doxorubicin; stronger effect = lower value
# NFkB transloc inh cell count 2 µM: also measured in NFkB transloc inh; calls as there; cell count; measured here: cells passing quality filter;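 raw number of nuclei counted in each imaged well without normalization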
# NFkB transloc pot cell count 2 µM: second read-out of NFkB transloc pot, no call of its own (marks repeat the call); cell count; measured here: cells passing quality filter
# Active calls of the source: *; . = no result given.
nr	Structure	NFkB transloc pot	NFkB transloc pot cell count 2 µM	PLAP inhibition	MRP reversal	MRP reversal cytotoxicity	MRP reversal with doxorubicin	NFkB transloc inh	NFkB transloc inh cell count 2 µM	Bcl-B displacement
1	O=C1C2(c3ccccc3)CN(CCO)CC1(c1ccccc1)CN(CCO)C2	24	213	-72%	-3	84	87	-24	213	1%
2	O=C(Cc1ccccc1)NC(NC(=S)Nc1cc(Cl)ccc1Cl)C(Cl)(Cl)Cl (configuration not stated)	14	190	13%	.	.	.	-14	190	-14%
3	CC1CCC(C(C)C)C(OC(=O)COC(=O)c2ccc(=O)[nH]c2)C1 (configuration not stated)	-5	115	-46%	16	102	86	5	115	5%
4	Cc1c(NC(=O)C(C)OC(=O)CNC(=O)c2ccccc2)c(=O)n(-c2ccccc2)n1C (configuration not stated)	9	147	5%	1	97	96	-9	147	1%
5	COc1cccc(N2C(=O)C3CCCN3C2c2ccc(N(C)C)cc2)c1 (configuration not stated)	-10	181	-59%	11	98	87	10	181	-20%
6	Cn1c(=O)c2ncn(CC(=O)NC3CCCCCC3)c2n(C)c1=O	-6	172	2%	14	99	85	6	172	3%
7	N#CC1=C(N)Oc2n[nH]c(-c3ccccc3)c2C1c1cccnc1 (configuration not stated)	6	119	-18%	-6	94	100	-6	119	-12%
8	Cc1csc(NC(=O)CSc2nc(C)nc3c2c(=O)n(C)c(=O)n3C)n1	-3	159	-27%	9	78	69	3	159	-7%
9	N#Cc1ccc(C(=O)NCC(c2ccco2)N2CCCC2)cc1 (configuration not stated)	-7	165	-1%	-11	87	98	7	165	-9%
10	CC(=O)Nc1ccc(S(=O)(=O)NCCSCc2ccc(Cl)cc2Cl)cc1	0	113	12%	.	.	.	0	113	-9%
11	CCn1ncc(Br)c1C(=O)NC(C)c1ccccc1 (configuration not stated)	-1	161	.	5	97	92	2	161	.
12	CCOC(=O)C(C)Oc1ccc2c(CC)cc(=O)oc2c1C (configuration not stated)	10	145	10%	25	94	69	-10	145	4%

# Other entries.
nr	Structure	NFkB transloc pot	NFkB transloc pot cell count 2 µM	PLAP inhibition	MRP reversal	MRP reversal cytotoxicity	MRP reversal with doxorubicin	NFkB transloc inh	NFkB transloc inh cell count 2 µM	Bcl-B displacement
13	CCCn1c(SCC(=O)NC(C)C23CC4CC(CC(C4)C2)C3)n[nH]c1=O (configuration not stated)	3	172	-40%	-15	101	115	-3	172	-6%
14	COc1cc2[nH]c3c(N4CCC(C(N)=O)CC4)ncnc3c2cc1OC	8	99	11%	-16	95	111	-8	99	-4%
15	CCN(CCC(=O)O)c1ccccc1	13	160	9%	-3	89	93	-13	160	-2%
16	COc1ccc(-n2c(=S)[nH]c3ccccc32)cc1	12	210	-67%	-14	95	109	-12	210	-9%
17	N#C/C(C(=O)N1CCOCC1)=C1/SC(Cc2ccccc2)C(=O)N1c1ccccc1 (configuration not stated)	11	107	-44%	5	110	104	-11	107	3%
18	O=C(Cc1cccs1)N(Cc1ccco1)C1(C(=O)NC2CCCCC2)CCCCC1	6	142	-35%	.	.	.	-6	142	-6%
19	CCCn1c(SCC(=O)NC2CCCC(C)C2C)n[nH]c1=O (configuration not stated)	18	150	-6%	6	96	90	-18	150	10%
20	CC12CC3(C)CC(C)(C1)CC(C(=O)Nc1nn[nH]n1)(C2)C3	4	167	-17%	-5	78	83	-4	167	37%
21	COC(=O)COc1ccc2c(-c3ccc(OC)cc3)cc(=O)oc2c1	-16	123	26%	9	106	97	16	123	2%
22	COc1ccc(C(c2nnnn2CS(=O)(=O)c2ccc(C)cc2)N2CCN(Cc3ccccc3)CC2)cc1 (configuration not stated)	9	141	.	5	76	71	-9	141	.
23	CCOC(=O)/C(C#N)=C1/C=Nc2ccccc2N1	18	132	1%	1	92	91	-18	132	-14%
24	CC(C)n1c(SCc2ccc(Cl)cc2)nc2c1c(=O)[nH]c(=O)n2C	-4	110	27%	-3	100	103	4	110	-2%

# (cont.)
nr	Structure	NFkB transloc pot	NFkB transloc pot cell count 2 µM	PLAP inhibition	MRP reversal	MRP reversal cytotoxicity	MRP reversal with doxorubicin	NFkB transloc inh	NFkB transloc inh cell count 2 µM	Bcl-B displacement
25	O=C(O)c1ccoc1CN1CCCCC1	3	114	.	2	102	100	-3	114	.
26	O=C(NC1CCCC1)C1=COCCO1	22	185	-28%	-13	92	105	-22	185	4%
27	COC(=O)C1=C(C)NC2=C(C(=O)CC(C)(C)C2)C1c1ccsc1 (configuration not stated)	0	114	.	-15	64	79	0	114	.
28	CCOc1ccc2noc3c2c1C(=O)c1ccccc1-3	4	52	-15%	.	.	.	-2	52	0%
29	CCOCC(=O)Nc1nc2c(s1)C(=O)CC(C)(C)C2	30	52	-16%	-5	82	87	-30	52	8%
30	CCOC(=O)N1CCN(C(=O)C2CCCN(S(=O)(=O)c3cc(C)ccc3OC)C2)CC1 (configuration not stated)	10	175	-51%	2	85	83	-10	175	-3%
31	CC1CCCCN1CCNC(=O)c1cc2c(-c3ccccc3F)nn(C)c2s1 (configuration not stated)	-11	141	-48%	4	67	63	10	141	-3%
32	CCc1cccc(C)c1NC(=O)CSc1ncn[nH]1	-5	45	22%	-4	89	93	5	45	-2%
33	O=C(Nc1cc2c3c(c1)C1CCCC1CN3CC1CCCC21)c1ccccc1 (configuration not stated)	-12	132	18%	.	.	.	12	132	3%
34	O=C(Nc1ccccc1N1CCCCC1)c1ccc(N2C(=O)c3ccccc3C2=O)cc1	11	118	-89%	15	83	68	-11	118	8%
35	CCOC(=O)C1CCN(C(=O)CSCc2nc(-c3ccc(OCC)cc3)oc2C)CC1	.	.	-58%	-13	83	96	.	.	2%
36	CN1CCCC(OC(=O)c2cc(Br)ccc2Cl)C1 (configuration not stated)	.	.	5%	9	87	79	.	.	7%

# (next part)
nr	Structure	NFkB transloc pot	NFkB transloc pot cell count 2 µM	PLAP inhibition	MRP reversal	MRP reversal cytotoxicity	MRP reversal with doxorubicin	NFkB transloc inh	NFkB transloc inh cell count 2 µM	Bcl-B displacement
37	COc1cccc(NC(=O)c2ccco2)c1	10	163	8%	4	97	93	-10	163	-13%
38	O=C(COC(=O)c1ccc(Oc2ccccc2)cc1)Nc1nnc(-c2ccccc2)o1	.	.	-97%	-10	59	69	.	.	-10%
39	CCOC(=O)c1sc(NC(=O)c2cc3c(C)nn(-c4ccccc4)c3s2)nc1C	.	.	-8%	-13	92	104	.	.	1%
40	CCC12CC3CC(C1)CC(C(=O)Nc1nn[nH]n1)(C3)C2	-7	147	-19%	13	90	77	7	147	0%
41	CCOC(=O)C1CCN(S(=O)(=O)c2ccc(OCC)cc2)CC1	1	140	-4%	.	.	.	-1	140	-10%
42	CCCC(=O)Nc1cccc(NC(=O)c2ccc3c(c2)OCO3)c1	3	156	-27%	-8	80	88	-3	156	-6%
43	CCOCCCNc1nc2c([nH]1)c(=O)n(C)c(=O)n2C	3	85	2%	12	94	82	-3	85	-7%
44	O=C(N1CCCCCC1)n1c(Cc2ccccc2)nc2ccccc21	-18	163	.	0	95	95	18	163	.
45	O=C(O)CCC(=O)NCC1OCCc2ccccc21 (configuration not stated)	-9	111	-18%	-15	100	115	9	111	-6%
46	CC1CC2(CC(C)(C(=O)CSc3nc4ccccc4s3)OC2=O)C(=O)O1 (configuration not stated)	6	154	-33%	-4	89	93	-6	154	9%
47	O=C(CCCN1C(=O)/C(=C/c2cccc(Br)c2)SC1=S)Nc1ccccn1	2	102	-15%	.	.	.	-2	102	-1%
48	O=C(Nc1ccccc1N1CCOCC1)C1Cc2ccccc2CN1C(=O)c1ccco1 (configuration not stated)	-13	62	-53%	8	90	82	13	62	6%
49	CC(C)Cc1nc2oc3c(=O)[nH]cnc3c2c2c1CCC2	-4	141	-4%	-18	66	84	4	141	3%
50	Cc1ccc(-c2csc(NC(=O)c3ccno3)n2)cc1	3	57	-42%	4	97	93	-3	57	-40%

# Of the compounds above, twelve have an NH in an aromatic ring.
nr	Structure	NFkB transloc pot	NFkB transloc pot cell count 2 µM	PLAP inhibition	MRP reversal	MRP reversal cytotoxicity	MRP reversal with doxorubicin	NFkB transloc inh	NFkB transloc inh cell count 2 µM	Bcl-B displacement
3	CC1CCC(C(C)C)C(OC(=O)COC(=O)c2ccc(=O)[nH]c2)C1 (configuration not stated)	-5	115	-46%	16	102	86	5	115	5%
7	N#CC1=C(N)Oc2n[nH]c(-c3ccccc3)c2C1c1cccnc1 (configuration not stated)	6	119	-18%	-6	94	100	-6	119	-12%
13	CCCn1c(SCC(=O)NC(C)C23CC4CC(CC(C4)C2)C3)n[nH]c1=O (configuration not stated)	3	172	-40%	-15	101	115	-3	172	-6%
14	COc1cc2[nH]c3c(N4CCC(C(N)=O)CC4)ncnc3c2cc1OC	8	99	11%	-16	95	111	-8	99	-4%
16	COc1ccc(-n2c(=S)[nH]c3ccccc32)cc1	12	210	-67%	-14	95	109	-12	210	-9%
19	CCCn1c(SCC(=O)NC2CCCC(C)C2C)n[nH]c1=O (configuration not stated)	18	150	-6%	6	96	90	-18	150	10%
20	CC12CC3(C)CC(C)(C1)CC(C(=O)Nc1nn[nH]n1)(C2)C3	4	167	-17%	-5	78	83	-4	167	37%
24	CC(C)n1c(SCc2ccc(Cl)cc2)nc2c1c(=O)[nH]c(=O)n2C	-4	110	27%	-3	100	103	4	110	-2%
32	CCc1cccc(C)c1NC(=O)CSc1ncn[nH]1	-5	45	22%	-4	89	93	5	45	-2%
40	CCC12CC3CC(C1)CC(C(=O)Nc1nn[nH]n1)(C3)C2	-7	147	-19%	13	90	77	7	147	0%
43	CCOCCCNc1nc2c([nH]1)c(=O)n(C)c(=O)n2C	3	85	2%	12	94	82	-3	85	-7%
49	CC(C)Cc1nc2oc3c(=O)[nH]cnc3c2c2c1CCC2	-4	141	-4%	-18	66	84	4	141	3%

# Screens from PubChem BioAssay.

# These rows are one share of the data, so the mix of outcomes need not match the whole.
